GLP1R inv ag: acts as inverse agonist at human GLP-1 receptor. P43220. HEK293 GLP-1R CRE-luciferase, luminescence, 24 h; GLP-1R form is constitutively active. Potency, µM (highest dose often 38.3 µM), without a hit: top-dose activity change, negative = inhibition, usual class: inhibitors. hit rate 1.6% among 410,000; further: on the % scale 0 is the no-effect control and ±100 the full control effect; nearly all actives have a fitted effect of over 55% in size
Target sequence (P43220 whole entry, looked up): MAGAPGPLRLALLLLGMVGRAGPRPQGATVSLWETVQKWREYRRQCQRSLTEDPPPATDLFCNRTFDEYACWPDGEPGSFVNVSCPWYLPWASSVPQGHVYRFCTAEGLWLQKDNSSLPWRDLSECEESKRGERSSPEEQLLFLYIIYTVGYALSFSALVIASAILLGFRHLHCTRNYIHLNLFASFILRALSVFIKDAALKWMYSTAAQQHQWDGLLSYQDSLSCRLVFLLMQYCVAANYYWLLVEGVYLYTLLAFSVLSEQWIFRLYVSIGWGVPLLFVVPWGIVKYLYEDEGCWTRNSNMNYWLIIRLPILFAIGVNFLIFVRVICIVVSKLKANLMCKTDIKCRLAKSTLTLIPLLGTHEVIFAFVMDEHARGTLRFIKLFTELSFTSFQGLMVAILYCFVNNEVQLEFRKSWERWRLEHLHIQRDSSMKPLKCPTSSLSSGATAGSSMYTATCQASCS
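HEK293 cells stably co-expressing a cAMP-responsive luciferase reporter and constitutively active GLP-1R were seeded, incubated 12 h, then exposed to compounds for 24 h at 37 C. Luminescence was read 12 min after detection reagent; inverse agonists lower signal.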
HT1080 IDH1KD tx: kills HT-1080 cells with IDH1 knockdown | HT-1080 IDH1 knockdown viability, ATP luminescence, 48 h | Potency, µM (doses to about 46.1 µM), without a hit: top-dose activity, negative = toxicity, hits mostly cytotoxic | hit rate 2% among 360,000;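 further: 0% = DMSO wells and -100% = cell-free medium wells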
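Assay cells: HT-1080 with IDH1 knockdown, 750 per well, RPMI/5% FBS. Exposure: 48 h at 37 °C following 2 h pre-incubation. Read: CellTiter-Glo luminescence; fitted concentration-response, curve class assigned.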
TDP-43 yeast inh: inhibitors of TDP-43 toxicity in yeast. TDP-43 expressing yeast growth rescue, BacTiter-Glo, 24 h. Potency, µM (series often up to 46.1 µM), for the others: top-dose growth rescue (activation), usual class: activators. hit rate 1.8% among 410,000. AID 652104; further: % of control where 0% means no effect; nearly all actives have a fitted effect of over 50% in size
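Yeast cells expressing TDP-43 under galactose induction are exposed to compounds for 24 hr at 30 deg C. BacTiter-Glo luminescence measures growth, so protective compounds score as activators.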
KB-3-1 tox: KB-3-1 parental cell cytotoxicity. KB-3-1 viability, CellTiter-Glo ATP luminescence, 72 h. Potency, µM (top dose mostly 46.1 µM), for inactives: at the highest dose activity change, negative = cytotoxic, usual class: cytotoxic. hit rate 1.4% among 400,000; further: on the % scale 0 is the no-effect control and ±100 the full control effect; nearly all actives have a fitted effect of over 60% in size
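Cells are dispensed, compounds pinned in, plates held at 37 °C for 72 h, then CellTiter-Glo is added and luminescence read after 10 minutes. Cell line: parental KB-3-1 in phenol-red-free DMEM, 10% FBS.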
KB-V1 MDR tox: KB-V1 MDR subline cytotoxicity | KB-V1 MDR cells viability, CellTiter-Glo, 72 h | Potency, µM (series often up to 46.1 µM), without a hit: at the highest dose activity change, negative = cytotoxicity, most hits filed as cytotoxic | hit rate 3.4% among 400,000; further: on the % scale 0 is the no-effect control and ±100 the full control effect; nearly all actives have a fitted effect of over 60% in size
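Potencies derive from concentration-effect curves fitted to normalized luminescence (CellTiter-Glo) of KB-V1 cells treated for 72 h at 37 degrees C in phenol-red-free DMEM containing 10% FBS.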
GLP1R ag: agonists of human GLP-1 receptor; HEK293 GLP-1R CRE-luciferase, luminescence, 4-6 h; cells express a hypersensitive GLP-1R form; Potency, µM (titrated, usually from 45.6 µM), for the others: top-dose activation, usual class: activators; hit rate 0.007% among 380,000; AID 624172; further: % of control where 0% means no effect
GLP1R cytotox: cytotoxicity in counter-screen for GLP-1R inverse agonists; HEK293 cAMP-luciferase reporter cells, luminescence, 24 h; Potency, µM (doses to about 38.3 µM), inactives show top-dose activity change, negative = inhibition, actives largely listed as inhibitors; hit rate 0.13% among 410,000;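 further: loss of luciferase light is scored as toxicity; on the % scale 0 is the no-effect control and ±100 the full control effect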
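Seeding density was 200 cells/uL; after overnight-length (12 h) culture, 23 nL compounds went on for 24 h at 37 °C. Readout used a luciferase detection reagent, luminescence taken after 12 min at room temperature.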
SW480 rerep: inducers of DNA re-replication in SW480 colon cancer cells; SW480 DNA re-replication, Hoechst DNA content imaging, 48 h; Potency, µM (series often up to 46.1 µM), inactives show at the top dose re-replication activation, hits mostly activators; hit rate 1.8% among 340,000; further: % of control where 0% means no effect; nearly all actives have a fitted effect of over 55% in size
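Compounds, transferred as 23 nL by pin tool, were incubated with cells for 48 hr; DNA content per nucleus was then quantified by Hoechst staining and fluorescence plate imaging.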
HT1080-NT tox: kills 2HG-producing HT-1080-NT fibrosarcoma cells. AID 686970. HT-1080-NT fibrosarcoma viability, CellTiter-Glo ATP luminescence, 48 h. hit rate 1.6% among 360,000. Potency, µM (series often up to 46.1 µM), for inactives: top-dose activity, negative = less viability, most hits filed as cytotoxic;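 further: NT is the 2HG producing partner of a matched IDH1 knockdown line; 0% = DMSO-treated cells and -100% = media-only wells without cells; nearly all actives have a fitted effect of over 55% in size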
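HT-1080-NT fibrosarcoma cells (2HG-overproducing), 750 cells/well in RPMI with 5% FBS, dosed after 2 h and incubated 48 h at 37C. CellTiter-Glo luminescence normalized to DMSO and no-cell wells; concentration-response curves fitted and classed.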
Numbers without * were called inactive; ? = inconclusive; . = no result given; & = joins results of further samples; [ ] = dose if it differs, or a comment. The call rests on the fitted dose curve; in most records, active means well fitted curve in the direction sought with a large enough effect; inconclusive means small, poorly fitted or top-dose-only effect, or another doubt; inactive means no such curve, though single readings can be large; an effect the other way counts as inactive or inconclusive. Potency means the concentration at half of the fitted maximal effect.

SMILES	GLP1R inv ag	HT1080 IDH1KD tx	TDP-43 yeast inh	KB-3-1 tox	KB-V1 MDR tox	GLP1R ag	GLP1R cytotox	SW480 rerep	HT1080-NT tox
FC(F)(F)c1cc(C(F)(F)F)c2ccc(N3CCN(c4ccc(Cl)cc4)CC3)nc2n1	7.8%	2.5%	-2.8%	-2.2%	19.3%	8.1%	-36.4%	-22.2%	11.2%
Cc1noc(C(=O)N2CCN(c3ccc(F)cc3)CC2)c1Cl	2.8%	13.4%	22.0%	7.8%	-7.6%	-1.6%	2.7%	-6.0%	-2.1%
CCCc1nnc(SCC(=O)Nc2cccc(C(F)(F)F)c2)o1	-13.2%	23.9%	3.4%	6.3%	10.2%	7.3%	-4.1%	1.9%	26.2%
O=C1c2ccccc2C(=O)c2c1cccc2N1CCN(Cc2ccccc2)CC1	0.4%	4.1%	4.1%	-0.6%	18.4µM*	2.8%	-43.3%	29.1%	0.8%
O=C(NC(=S)Nc1ccc(Cc2ccncc2)cc1)c1ccccc1	-7.7%	-28.0%	22.0%	?	18.4µM*	2.6%	0.9%	-4.3%	-14.4%
Cc1nnc(SCC(=O)c2c(N)n(Cc3ccccc3)c(=O)n(C)c2=O)n1C	-4.6%	-0.2%	-1.3%	-6.1%	?	8.8%	-7.7%	-2.0%	5.7%
C=CCc1ccccc1OCC(CN1CCCCC1)OC(C)=O (stereo not drawn)	2.2%	14.8%	6.7%	-1.6%	4.7%	2.0%	-20.3%	15.4%	6.7%
O=S(=O)(c1ccc(F)cc1)N1CCN(C(=S)NCc2ccco2)CC1	-37.2%	1.1%	3.9%	-11.3%	?	3.3%	78.4%[activator]	.	4.0%
CC(C)C(=O)NCCc1nc(-c2ccccc2)no1	8.6%	5.9%	11.2%	7.5%	?	7.9%	2.2%	-7.0%	8.4%
COCCn1c(SCC(=O)N2CCOCC2)nc2c(c1=O)SCC2	10.2%	-6.8%	-13.2%	2.0%	-6.8%	-11.0%	1.8%	-5.1%	-4.0%
CC(=O)C1=C(O)C=C(c2ccco2)CC1c1ccco1 (stereo not drawn)	?	-7.4%	7.6%	4.5%	2.7%	-1.2%	103.5%[activator]	3.1%	-14.7%
Cc1ccc(C(=O)NCC(=O)N2CCN(c3ccccc3)CC2)cc1	-5.2%	-0.6%	3.7%	-5.1%	-25.1%	-2.7%	-9.7%	-3.9%	7.0%
CCC(C)Nc1oc(-c2ccc(COc3ccc(Cl)cc3)o2)nc1C#N (stereo not drawn)	?	.	12.5%	-25.2%	?	.	-0.2%	.	.
Cc1cccc(-c2nn3c(=O)cc(CN4CCN(C(=O)c5ccccc5Br)CC4)nc3s2)c1	10.2%	.	-10.5%	-4.2%	-10.6%	.	0.1%	.	.
O=C(NCCc1ccccc1)C(=O)Nc1ccc([N+](=O)[O-])cc1	1.5%	10.2%	26.9%	6.5%	-0.1%	-1.0%	-11.3%	-5.6%	11.2%

Two compounds picked at random from the list so far, as already listed:
SMILES	GLP1R inv ag	HT1080 IDH1KD tx	TDP-43 yeast inh	KB-3-1 tox	KB-V1 MDR tox	GLP1R ag	GLP1R cytotox	SW480 rerep	HT1080-NT tox
CC(=O)C1=C(O)C=C(c2ccco2)CC1c1ccco1 (stereo not drawn)	?	-7.4%	7.6%	4.5%	2.7%	-1.2%	103.5%[activator]	3.1%	-14.7%
CCC(C)Nc1oc(-c2ccc(COc3ccc(Cl)cc3)o2)nc1C#N (stereo not drawn)	?	.	12.5%	-25.2%	?	.	-0.2%	.	.

(more compounds)
SMILES	GLP1R inv ag	HT1080 IDH1KD tx	TDP-43 yeast inh	KB-3-1 tox	KB-V1 MDR tox	GLP1R ag	GLP1R cytotox	SW480 rerep	HT1080-NT tox
Cc1ccccc1C(=O)Nc1ccnn1C1CCN(Cc2ccncc2)CC1	8.4%	-6.2%	12.6%	.	.	-9.5%	19.8%	0.2%	-2.5%
Cc1ccc(Cl)cc1NC(=O)CCS(=O)(=O)c1cccc2nonc12	-20.0%	-12.4%	-19.5%	10.2%	3.1%	6.9%	-44.0%	-29.9%	1.9%
Cc1cccc(N(C)C(=O)C2CCC(CNS(=O)(=O)c3cccc4nsnc34)CC2)c1 (stereo not drawn)	-19.2%	.	24.5%	?	-26.7%	.	-5.4%	.	.
O=C(COC(=O)CNC(=O)c1ccc(Cl)cc1Cl)NCc1ccco1	-14.4%	18.4%	2.7%	-8.1%	3.6%	-0.1%	-16.7%	-3.6%	15.5%
Cc1c(NC(=O)CN2C(=O)NC(CCc3ccccc3)C2=O)c(=O)n(-c2ccccc2)n1C (stereo not drawn)	-7.7%	-2.2%	-5.2%	15.0%	?	-0.4%	3.9%	-3.0%	-2.4%
COc1ccc(COC[C@H](CC(C)C)N2CCN(C(=O)c3cccc(C(F)(F)F)c3)CCC2=O)cc1	?	-17.8%	6.9%	?	-8.4%	7.9%	-14.7%	.	-27.2%
CCCCNC(=O)N1CCC(CCC(=O)N(C)Cc2ccccc2)CC1	1.0%	-0.4%	9.4%	5.0%	5.1%	-0.6%	3.2%	-6.5%	10.0%
Cc1nn(C)c(C)c1NS(=O)(=O)c1ccccc1Cl	5.2%	-2.6%	-8.5%	1.4%	-16.2%	-4.3%	6.6%	?	-2.5%
CN(Cc1ccc(F)cc1)S(=O)(=O)c1nnc(NC(=O)c2ccccc2Br)s1	?	0.0%	16.2%&-4.2%	-14.3%&-8.9%	-0.5%&-3.5%	-7.7%	-10.8%&-4.1%	-4.4%	-5.7%
CCc1ccccc1NC(=S)N1CCC(NC(=O)c2ccc(OC)cc2)CC1	13.4%	25.4%	-10.7%	5.0%	0.0%	2.7%	-4.2%	-3.1%	10.2%
CSCCC(=O)N1CCCC(CNC(=O)c2ccc(-c3ccccc3)cc2)C1 (stereo not drawn)	-28.7%	-0.7%	5.9%	0.7%	-5.1%	2.9%	-32.5%	-93.2%[inhibitor]	0.1%
CCC(C)(C)n1nnnc1C(c1cc(OC)c(OC)c(OC)c1)N1CCN(c2ccccc2)CC1 (stereo not drawn)	8.5%	10.9%	13.3%	-1.1%	-8.6%	-2.6%	-2.7%	-4.4%	5.9%
CC(C)c1ccc(C2(C)NC(=O)N(CC(=O)NC3CCCC(C)C3C)C2=O)cc1 (stereo not drawn)	?	-16.6%	3.1%	-13.7%	-13.6%	7.4%	-11.4%	17.7%	-3.4%
CSc1nc(NCc2ccco2)c2ccccc2n1	?	?	18.7%	?	11.6µM*	12.7%	0.0%	-33.3%[inhibitor]	-6.6%
CC(=O)N1c2ccc(S(=O)(=O)NCCC(=O)NCCc3cccc(C)c3)cc2CC1C (stereo not drawn)	0.1%	3.5%	-2.1%	?	4.5%	10.9%	-0.6%	0.7%	8.5%
Fc1ccc(C(NCCc2ccc(Cl)cc2)c2nnc(-c3ccccc3)o2)c(Cl)c1 (stereo not drawn)	10µM*	.	7.2%	-18.4%	0.0%	.	1.1%	.	.
COc1ccccc1C1Nc2ccccc2NC2=C1C(=O)CC(C)(C)C2 (stereo not drawn)	?	1.0%	-9.0%	-7.6%	6.7%	7.5%	19.1%	-5.7%	5.6%
O=C(NCCCN1CCCC1=O)Nc1ccc(Cl)cc1	-10.8%	5.4%	1.8%	11.5%	27.0%	-5.3%	-3.3%	-9.1%	4.9%
COc1ccccc1Nc1nn2c(=O)c3ccc(C(=O)NC(C)c4ccccc4)cc3nc2s1 (stereo not drawn)	-29.9%	.	11.2%	11.0%	0.0%	-3.0%	-8.9%	.	.
Clc1ccc(-c2noc3ncnc(NCCCN4CCN(c5ccccc5)CC4)c23)cc1	-71.2%	.	10.7%	1.6%	-4.8%	-6.3%	-14.3%	.	.
Cc1cc(C)nc(NC(=S)Nc2ccccc2)n1	-15.1%[7.66 µM]	-5.9%	18.2%	3.5%	1.2%	0.5%	2.3%[7.66 µM]	-1.0%	-0.8%
Cc1ccc(CN2C(=O)C(=O)N(CC(N)=O)C2=O)cc1	8.0%	2.2%	-18.5%	10.0%	0.0%	-3.0%	1.3%	5.6%	-2.1%
Cc1nn(CC(=O)N(C)Cc2ccccc2)c(=O)c2cccn12	1.3%	0.0%	20.0%	2.5%	-0.5%	-2.9%	-1.9%	1.8%	5.1%
c1ccc(-c2nnc(-c3ccccc3)c(-c3c[nH]c4ccccc34)n2)cc1	-5.0%	10.3%	6.8%	-2.6%	-5.3%	-6.4%	-3.0%	11.8%	12.4%
CCNC(=O)C1CC(=O)N(c2ccc(Br)cc2)C1 (stereo not drawn)	1.0%	19.1%	5.7%	22.7%	34.8%	-1.8%	-0.7%	1.6%	20.1%
Cc1ccc(C(=O)N2CCN(c3ccccc3)CC2)cc1NC(=O)c1nsc2ccccc12	-3.1%	.	23.8%	-19.7%	-13.7%	.	-0.9%	.	.
Cc1cccc(NC(=O)Nc2ccc(S(N)(=O)=O)cc2)c1	?	3.7%	-6.5%	4.7%	?	8.6%	3.3%	-2.6%	3.8%
Cc1onc(-c2ccccc2)c1-c1csc(N/N=C/c2ccccc2Cl)n1	?	-2.8%	-17.1%	?	14.9%	4.5%	1.9%	?	23.7%
Cc1ccc(S(=O)(=O)Nc2ccc3c(c2)C(=O)N([C@H](C)CO)C[C@H](C)[C@@H](CN(C)Cc2ccccc2)O3)cc1	17.9%	1.7%	8.2%	6.0%	24.7%	18.2%	3.0%	4.2%[9.22 µM]	-3.2%
CC(C)CC(=O)Nc1nnc(CSCc2ccc(F)cc2)s1	-16.7%	-6.2%	-1.4%	-1.7%	?	3.3%	1.3%	-9.3%	-2.9%
Cc1csc(SCC(=O)Nc2cc(S(=O)(=O)N3CCOCC3)ccc2N2CCOCC2)n1	32.2%	4.1%	9.1%	1.5%	0.0%	-7.8%	-0.5%	-3.8%	?

Assay outcomes as filed in PubChem.
